NSD2 HMT inh: NSD2 (human) methyltransferase inhibition; NSD2 peptide methylation, AlphaScreen, 120 min; inhibition, % at 12.5 µM; 310,000 compounds, 0.54% hits; AID 743445; in the data active means inhibition above about 50%
The depositor's hits bear a star. This is a subset; the hit share may differ from the screen's.

structure	NSD2 HMT inh
CC1(C(=O)Nc2cccc(C#N)c2)CCN1C(=O)CCc1ccccc1 (stereo unspecified)	-0.4
CC(=O)c1ccc(Nc2nc(C(N)Cc3ccc(N)cc3)cs2)cc1 (stereo unspecified)	3.4
O=C(C1CCCN(S(=O)(=O)c2ccccc2F)C1)N1CCN(Cc2ccccc2)CC1 (stereo unspecified)	-1.0
O=C(NCc1ccco1)C1CCCN(S(=O)(=O)c2ccc(F)cc2)C1 (stereo unspecified)	0.2
N#Cc1cccc(NC(=O)c2cc(C3CCCCN3C(=O)CCc3ccccc3)on2)c1 (stereo unspecified)	-2.3
O=C(NCc1ccc(C(=O)N2CCCC2)cc1)c1cccc(Br)c1	-2.8
Cc1ccccc1Cn1cc(COC(=O)NCCc2c[nH]c3ccccc23)nn1	-0.7
CN(C)CCNC(=O)c1cccc(-c2cnc3c(NC=O)cc(-c4ccc(F)cc4)cn23)c1	4.5
CCCCCCCCN1C(=O)[C@@H](CC(=O)NCCCC)C[C@@]2(C(=O)OC)C1=C[C@H](C(C)(C)C)O[C@@H]2C	4.4
COc1ccc(Cl)cc1-c1cc(C(=O)N[C@H](C)c2ccccc2)[nH]n1	-1.8
CC1(C(=O)Nc2ccc3[nH]ncc3c2)CCN1C(=O)CC(c1ccccc1)c1ccccc1 (stereo unspecified)	5.1
NS(=O)(=O)c1ccc(CCNc2ccn3nc(-c4ccc(OCCN5CCOCC5)cc4)cc3n2)cc1	-2.2
CCc1nc2ccc(C(=O)N3CCN(S(=O)(=O)CC)CC3)cn2c1N(CC)CCN(C)C	0.6
CN1CCCN(S(=O)(=O)c2ccc3c(c2)n(C)c(=O)c(=O)n3C)CC1	5.4
COCCNC(=O)C1(C)Cc2c(-c3cccc(C(F)(F)F)c3)ccnc2O1 (stereo unspecified)	0.4
Cc1cccc(C(O)c2ncc(-c3cccc(C(F)(F)F)c3)[nH]2)c1C (stereo unspecified)	0.7
c1csc(-c2ccc3nncn3c2)c1	-1.0
O=c1ccc2ccccc2c2ccccc12	0.9
COc1cc(C)ccc1S(=O)(=O)NC(=O)C1(C)CCN1C(=O)COc1ccc(Cl)cc1 (stereo unspecified)	-2.7
Cc1ccc(S(=O)(=O)N2C=C(c3ccccc3)c3ccccc3-c3ccccc32)cc1	-2.0

Arranged by the number under NSD2 HMT inh (ascending): 3 from the list above.
structure,NSD2 HMT inh
COc1cc(C)ccc1S(=O)(=O)NC(=O)C1(C)CCN1C(=O)COc1ccc(Cl)cc1 (stereo unspecified),-2.7
c1csc(-c2ccc3nncn3c2)c1,-1.0
CN1CCCN(S(=O)(=O)c2ccc3c(c2)n(C)c(=O)c(=O)n3C)CC1,5.4

Entries listed so far with a cyano group, in the order listed:
structure	NSD2 HMT inh
CC1(C(=O)Nc2cccc(C#N)c2)CCN1C(=O)CCc1ccccc1 (stereo unspecified)	-0.4
N#Cc1cccc(NC(=O)c2cc(C3CCCCN3C(=O)CCc3ccccc3)on2)c1 (stereo unspecified)	-2.3

New compounds follow.
structure	NSD2 HMT inh
CCCSc1nnc(-c2ccco2)n1C	-4.0
CSc1nc2c(=S)[nH]c(=S)[nH]c2s1	-0.1
OC(c1ccc(-c2ccccc2)cc1)c1ncc(-c2ccccc2)[nH]1 (stereo unspecified)	-0.4
Nc1ccc(-c2cc(NC=O)c3ncc(-c4cccc(C(F)(F)F)c4)n3c2)cn1	7.1
COC(=O)c1ccc(COc2cccn3c(N(C)C(=O)CCC4CCCC4)c(C)nc23)cc1	-1.1
NC(Cc1ccc(Cl)cc1)c1csc(Nc2ccc(C(=O)c3ccccc3)cc2)n1 (stereo unspecified)	-0.5
COc1ccc2c(c1)c[n+](C)c1c3cc(OC)c(OC)cc3ccc21	40.2
CC(C)N1CCc2c(-c3nc4ccccc4s3)csc2C1	1.8
CCCCC(=O)N(C)c1c(C)nc2ccc(C(=O)N3CCN(C(=O)c4ccco4)CC3)cn12	-0.1
CCCNC(=O)C1(C)CCCN(Cc2csc3ccccc23)C1 (stereo unspecified)	-0.3
COc1cc(C#N)c(NC(=S)N2CCN(C(=O)c3ccco3)CC2)cc1OC	0.2
C(=C\c1ccccc1)/CSc1nnc(Cc2cccs2)n1-c1ccccc1	0.5
CC(C)[C@H](NC(=O)OCc1ccccc1)C(=O)N[C@@H](Cc1ccccc1)C1(O)CN(C)C(C(=O)NCc2ccccn2)CO1 (stereo partly specified)	1.0
CS(=O)(=O)c1ccc(-c2cc(NC=O)c3ncc(-c4ccc(F)cc4)n3c2)cc1	-3.2
O=C(NCc1cccc(C(F)(F)F)c1)c1ccc2sc([C@@H]3O[C@H](CO)[C@@H](O)[C@H]3O)nc2c1	-0.1
O=C(C(=O)N1CCC(CNS(=O)(=O)c2ccccc2OC(F)(F)F)CC1)c1cc2ccccc2o1	-2.1
CC1(C(=O)NS(=O)(=O)c2ccccc2C(F)(F)F)CCN1C(=O)CCc1cccs1 (stereo unspecified)	-2.0
CCN(CC)c1c(C)nc2ccc(C(=O)NCc3ccc4c(c3)OCO4)cn12	0.9
O=C(CSc1nnc(-c2ccccn2)n1Cc1ccco1)Nc1ccc(Oc2ccccc2)cc1	-1.1
CC(C)N(C)c1ncnc2c1ncn2[C@H]1CN(CCN2CCOCC2)C[C@@H](CO)O1	0.0
CCOC(=O)C1(C)CCCN1C(=O)c1cncc(Br)c1 (stereo unspecified)	-2.2
COC(=O)C1=C(C)N(Cc2ccccc2C(F)(F)F)C(=NCc2ccc(OC)cc2)NC1c1cccc(Cl)c1 (stereo unspecified)	0.1
CSc1ccc(C=Nn2c(-c3ccc(F)cc3)n[nH]c2=S)cc1	0.0
CC(=O)NC(C)(c1ccccc1)c1nc(-c2ccc(S(C)(=O)=O)cc2)cs1 (stereo unspecified)	0.6
O=C(O)c1cccc(-c2csc(C(O)(c3ccccc3)C(F)(F)F)n2)c1 (stereo unspecified)	-0.6
CNc1nc(NCc2ccc(N(C)C)cc2)c2sccc2n1	42.9
Cc1ccc(S(=O)(=O)NC(=O)C2(C)CCN2C(=O)c2ccccc2CCc2ccccc2)nc1 (stereo unspecified)	0.2
Cc1ccc(S(=O)(=O)N(C)c2ccc(OCC(=O)Nc3cc(C(=O)O)ccc3Cl)cc2)cc1	-1.8
O=C(CSc1nnc(-c2ccco2)n1-c1ccc(Cl)cc1)Nc1cccc2ccccc12	8.3
Cc1ccc(NC(=O)C2CCN(c3nnc(-n4cccc4)s3)CC2)c(C)c1	-0.3
COc1ccccc1CNc1nc2cc(-c3ccc(OC)c(OC)c3)sc2c(=O)n1C	-1.4
CCOC(=O)C1CCCN(C(=O)/C=C/c2ccccc2)CC1 (stereo unspecified)	-1.8
Cc1ccc(Cl)cc1NC(=O)OCCN(C)C(=O)Nc1cc(Cl)ccc1C	-3.5
Cc1cccc(-n2c(SCN3C(=O)c4ccccc4C3=O)nc3ccccc3c2=O)c1	0.1
Cc1cc(N2CCN(c3nc(N4CCOCC4)nc4ccccc34)CC2)c2ccccc2n1	-2.1
OC[C@@H]1CN(Cc2ccc3c(c2)OCO3)C[C@H](n2cnc3c(N4CCN(c5ccccc5)CC4)ncnc32)O1	-0.3
CCCCN(CCCC)CCNC(=O)Cc1nc2c(c(=O)[nH]c(=O)n2C)n1C	1.4
O=C(CSc1nnc(COc2ccccc2)n1Cc1ccco1)c1ccc2ccccc2c1	0.3
CCOc1nc2c(c(C)nn2-c2ccccc2)c(C)c1CCC(=O)N1CCN(c2ccccn2)CC1	-2.3
COc1cccc(-c2cnc(C(O)c3ccc(Cl)c(Cl)c3)[nH]2)c1 (stereo unspecified)	5.2
Cc1ccc2nc(-c3ccc(NC(=O)CSc4nnc(Cc5cccs5)n4C)cc3)sc2c1	-0.4
COc1ccc2c(c1)CCCN2C(=O)C1CCCN(S(=O)(=O)c2ccc(Cl)s2)C1 (stereo unspecified)	-2.1
CNC(=O)C1Cc2c(-c3ccc(Cl)cc3)ccnc2O1 (stereo unspecified)	5.7
Cc1ccc(N2C(=O)CC(N3CCN(C)CC3)C2=O)cc1 (stereo unspecified)	-0.7
CCn1c(SCC(=O)c2ccc(-c3ccccc3)cc2)nnc1-c1ccc(C(C)(C)C)cc1	2.2
CC(C)COC(=O)N1CCCCC1c1cc(C(=O)Nc2ccc3c(c2)OCO3)no1 (stereo unspecified)	11.0
CN1C(=O)C(=O)N2C(=C[C@]3(c4c[nH]c5ccccc45)c4ccccc4N[C@H]23)C1=O	0.7
CC1(C(=O)NCCC#N)CCN1C(=O)C1(c2ccccc2)CC1 (stereo unspecified)	-1.6
CN1C(=O)[C@@]2(O[C@H]3C=CC=CN3C3=C2C(=O)CCC3)c2cc([N+](=O)[O-])ccc21	1.1
Cn1c(NCCOc2ccccc2Cl)nc2cc(-c3ccc(F)cc3)sc2c1=O	2.7

In a second layout: entries from further up.
Molecule: CC(C)COC(=O)N1CCCCC1c1cc(C(=O)Nc2ccc3c(c2)OCO3)no1 (stereo unspecified)
  NSD2 HMT inh: 11.0

Molecule: CN1C(=O)C(=O)N2C(=C[C@]3(c4c[nH]c5ccccc45)c4ccccc4N[C@H]23)C1=O
  NSD2 HMT inh: 0.7

(next part)
structure	NSD2 HMT inh
Cc1cc(=O)n2[nH]c(-c3sccc3-n3c(C)ccc3C)cc2n1	0.3
CCCCC(=O)N(C)c1c(C)nc2ccc(C(=O)N(C)CCN(C)C)cn12	1.4
CCOC(=O)Cc1nc(N2CCN(C(=O)C3CCCO3)CC2)c2c(C)c(C(=O)OCC)sc2n1 (stereo unspecified)	-3.1
CC1(C(=O)NS(=O)(=O)c2cccc(C#N)c2)CCN1C(=O)Cc1ccccc1Cl (stereo unspecified)	0.3
CCc1ccc(C(O)c2ncc(-c3cccc(C)c3)[nH]2)cc1 (stereo unspecified)	4.2
COc1cccc(-c2cnc3c(NC=O)cc(-c4ccc(S(C)(=O)=O)cc4)cn23)c1	0.4
O=C(Nc1nc(-c2ccco2)c(-c2ccco2)s1)c1cnccn1	2.2
CCCCN1C(=O)C(=O)NC[C@@H]1CC1CCCCC1	-1.0
COc1cccc(C(O)c2ncc(-c3cccc4ccccc34)[nH]2)c1 (stereo unspecified)	8.4
CC(C)(C)c1ccc(C#C[C@@H]2C=C[C@H]3OC(=O)CC/C=C/CCC(=O)OC[C@H]3O2)cc1	0.3
CCc1nc2ccc(C(=O)N(C)C(C)C)cn2c1N(CC)Cc1cccc(Br)c1	0.7
CC(=O)Nc1cccc(-c2ccnc3c2CC(C(=O)NCC2CCOCC2)O3)c1 (stereo unspecified)	-5.7
COc1ccc(/C(O)=C2/C(=O)C(=O)N(c3ncccn3)C2c2ccc(C(C)(C)C)cc2)cc1 (stereo unspecified)	2.3
CC(N)c1csc(Nc2ncccn2)n1 (stereo unspecified)	-4.7
CCOC(=O)C1(C)CCCN1C(=O)c1ccc(OC)c(OC)c1 (stereo unspecified)	-3.6
CCCNC(=O)C1(C)CCN(Cc2cccc(OC(=O)c3ccccc3)c2)C1 (stereo unspecified)	-0.5
CCCOc1ccc(F)cc1-c1cc(C(=O)Nc2ccc(OC)cc2OC)[nH]n1	9.8
CCOC(=O)C1CCCN(C(=O)c2ccc(OC)cc2)CC1 (stereo unspecified)	-2.6
COCCN1C(=O)C(=O)/C(=C(/O)c2ccc(OCC(C)C)cc2)C1c1cccnc1 (stereo unspecified)	8.3
CC1(C(=O)NS(=O)(=O)c2cccc(F)c2)CCN1C(=O)CC1CCCCC1 (stereo unspecified)	-1.4
CCC(CC)C(=O)N(C)c1c(C)nc2c(OCc3ccccc3C(=O)OC)cccn12	0.2
CCOC(=O)C1(Cc2ccccc2)CCN(Cc2cccc(C#N)c2)CC1	1.9
CN(C)CCNc1ncnc2c1ncn2[C@H]1CN(Cc2ccc3c(c2)OCO3)C[C@@H](CO)O1	10.6
CC1(C(=O)NS(=O)(=O)c2ccccc2Cl)CCN1C(=O)CC1CCCCC1 (stereo unspecified)	-5.2
COc1ccc(C(O)c2nc(-c3ccc(N(C)C)cc3)cs2)cc1 (stereo unspecified)	8.7
CCC(C)[C@H](NC(=O)C1COC(O)([C@H](Cc2ccccc2)NC(=O)[C@@H](NC(=O)OCc2ccccc2)C(C)C)CN1C)C(=O)N[C@H](C(=O)OC)C(C)C (stereo partly specified)	-1.6
O=C(NCc1ccco1)c1ccc(CS(=O)(=O)c2ccc(Cl)cc2)o1	-0.9
OCCCNc1ncnc2c1ncn2[C@H]1CN(Cc2ccc3c(c2)OCO3)C[C@@H](CO)O1	7.9
O=C(NCc1ccco1)c1cccc(-c2ccc3nncn3c2)c1	1.3
O=C(NCCc1ccccc1)c1cccc2c(-c3cccnc3)coc12	0.1
CCOC(=O)Nc1cc(=O)c([N+](=O)[O-])c(N)[nH]1	1.9
CCOC(=O)[C@]12CCCC=C1N(CCC1=CCCCC1)C(=O)[C@H](CC(=O)NCc1cccc(C(F)(F)F)c1)C2	0.3
CCOC(=O)C1(C)CCCCN1C(=O)c1ccnc(Cl)c1 (stereo unspecified)	15.4
COc1ccc(C2=Nn3c(nnc3C3CCCCC3)SC2)cc1	6.0
CCc1nc2ccc(C(=O)NCCCn3ccnc3)cn2c1N(C)Cc1ccc(N(C)C)cc1	9.6
CCCc1nc2sc3c(=O)n(N)cnc3c2c2c1COC(C)(C)C2	0.2
CC(C)CC(=O)Nc1cccc(C(C)O)c1 (stereo unspecified)	-0.2
COc1ccc(-c2ccc(C(=O)NCc3cccs3)c3occc23)c(C)c1	3.0
CCc1nc2ccc(C(=O)Nc3ccc(OC)c(OC)c3)cn2c1N(CC)Cc1ccc(OC)c(OC)c1	2.6
CCCCC(=O)Nc1ccc(C(=O)NCC2COc3ccccc3O2)cc1 (stereo unspecified)	-3.4
COCCCNC(=O)CN1C(=O)C2CCCCN2C(=O)c2ccccc21 (stereo unspecified)	20.7
COc1ccc(C(O)c2nc(-c3cc4ccccc4o3)cs2)cc1 (stereo unspecified)	-1.6
